Compound activity as filed in PubChem BioAssay.
HUVEC prolif 384 = blocks proliferation of human endothelial cells | HUVEC proliferation, CellTiter-Glo luminescence, 72 h; stronger effect = lower value | viability, % at 10 µM (by protocol) | 86,000 compounds, 1.1% hits;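 active = viability at or below 30%; inactive = viability above 30%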;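 note: 100% = median luminescence of DMSO-only cell control wells on each plate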
PostGolgi yeast = growth inhibition of a yeast mutant, post-Golgi transport screen; post-Golgi transport phenotypic cell assay; inhibition, % at 10 µM; 98,000 compounds, 0.9% hits;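 note: yeast cells grown in 1536-well plates; yeast grown about 18 h at 30C before absorbance read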
Ecoli WT expand = growth inhibitors of E. coli BW25113 wild type; OD600 absorbance; growth inhibition, % at 100 µM; 98,000 compounds, 0.15% hits;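 active = growth inhibition above about 50% at one test dose, limit read from the data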;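 note: growth measured after 20 h incubation at 37 °C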
Fibroblast inh = blocks proliferation of human lung fibroblasts; LL 47 human lung fibroblast viability, ATP luminescence; stronger effect = lower value; viability, % at 10 µM; 85,000 compounds, 1.1% hits;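 active = viability at or below 50% in the single dose screen; inactive = viability above 50%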;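 note: compound exposure lasted 72 h before the ATP readout; 100% = median luminescence of untreated cell-only wells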
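Test system: LL 47 human lung fibroblasts / Quantity: 1,150 cells in each well / Medium: IMEM growth medium with 15% fetal bovine serum / Incubation: 72 h compound exposure at 37 °C after overnight plating / Detection: CellTiter-Glo luminescence measuring cellular ATP / Read-out: % viability versus median cells-only luminescence / Benchmarks: cell-only wells, no compound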
S1P2 blocker = antagonists of human S1P2 receptor | O95136 | cell-based S1P2 antagonist assay, inhibition at 5 uM | inhibition, % at 5 µM | 97,000 compounds, 0.21% hits | AID 736; in the data active = inhibition above about 45%;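 note: CRE beta-lactamase reporter cells expressing human S1P2 stimulated with S1P; 0% = agonist at EC80 alone and 100% = agonist plus reference antagonist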
Target sequence (O95136 whole entry, looked up): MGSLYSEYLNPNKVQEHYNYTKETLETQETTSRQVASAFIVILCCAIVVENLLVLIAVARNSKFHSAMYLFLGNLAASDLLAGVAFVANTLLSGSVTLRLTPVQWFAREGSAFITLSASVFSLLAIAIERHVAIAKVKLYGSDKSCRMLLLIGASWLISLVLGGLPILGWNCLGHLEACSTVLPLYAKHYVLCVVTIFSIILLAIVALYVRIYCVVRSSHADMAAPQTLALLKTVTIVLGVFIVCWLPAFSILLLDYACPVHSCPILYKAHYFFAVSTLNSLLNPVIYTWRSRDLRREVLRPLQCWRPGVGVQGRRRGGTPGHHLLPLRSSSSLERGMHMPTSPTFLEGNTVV
PostGolgi ctrl = growth of the yeast control strain, post-Golgi counter-screen; efflux-deficient yeast background strain, growth absorbance A615, 16 h; inhibition, % at 10 µM; 98,000 compounds, 5% hits; AID 738
S1P2 agonist = S1P2 (human) receptor agonism; O95136; 97,000 compounds, 0.46% hits; activation, % at 4.5 µM; AID 729; S1P2-expressing cell line, agonist reporter read-out; in the data active = activation above about 16%;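 note: 0% = vehicle low control and 100% = maximal reference agonist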
hDAT+cocaine = changed human dopamine transporter uptake under cocaine IC80. Q01959. LLC-PK1 hDAT cells, [14C]-dopamine uptake with cocaine IC80; actives deviate in either direction. B-score at 10 µM. 110,000 compounds, 1.3% hits;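 active = Z score or B-score, a plate-position-corrected score, falls beyond the plate's 99.7% confidence bounds, in either direction; inactive = both scores lie inside the 99.7% bounds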;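 note: scored against the spread of the other compound wells on the same plate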
Target sequence (Q01959 whole entry, looked up): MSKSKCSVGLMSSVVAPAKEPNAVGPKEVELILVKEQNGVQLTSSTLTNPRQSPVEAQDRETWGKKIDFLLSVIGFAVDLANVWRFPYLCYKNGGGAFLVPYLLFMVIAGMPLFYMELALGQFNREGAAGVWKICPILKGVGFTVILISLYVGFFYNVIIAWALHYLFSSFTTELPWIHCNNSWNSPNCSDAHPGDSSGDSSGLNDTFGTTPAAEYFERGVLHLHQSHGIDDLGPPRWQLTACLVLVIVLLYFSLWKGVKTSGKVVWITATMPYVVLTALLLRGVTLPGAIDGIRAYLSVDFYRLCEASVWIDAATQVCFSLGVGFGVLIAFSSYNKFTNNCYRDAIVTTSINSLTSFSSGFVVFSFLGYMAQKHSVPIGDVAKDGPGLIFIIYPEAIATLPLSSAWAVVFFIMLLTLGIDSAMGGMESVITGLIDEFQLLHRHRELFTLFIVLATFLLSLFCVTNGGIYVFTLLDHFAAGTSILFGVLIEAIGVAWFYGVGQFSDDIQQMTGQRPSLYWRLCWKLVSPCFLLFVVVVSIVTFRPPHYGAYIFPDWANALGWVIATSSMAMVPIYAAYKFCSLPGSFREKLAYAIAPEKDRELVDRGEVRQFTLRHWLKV
H69AR inhibit = growth inhibitors of human H69AR lung tumor cells | 85,000 compounds, 6% hits | H69AR lung tumor viability, ATP luminescence, 72 h; stronger effect = lower value | viability, % at 10 µM;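 active = viability at or below 40%; inactive = viability above 40%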;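 note: multidrug resistant small cell line overexpressing MRP-1 efflux transporter; 100% = mean luminescence of untreated control wells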
The depositor's hits bear a star; · = not tested or not shown. Cut-off read from the data, not from the text of the source, unless noted: active = inhibition above about 30%; inactive = the rest.

SMILES	HUVEC prolif 384	PostGolgi yeast	Ecoli WT expand	Fibroblast inh	S1P2 blocker	PostGolgi ctrl	S1P2 agonist	hDAT+cocaine	H69AR inhibit
COC(=O)COc1ccccc1C(N)=O	85	·	3	89	-8	11	-2	-1.1	102
CCN1CCCC1Cn1cnc2c([nH]c3cccc(Cl)c32)c1=O (configuration not stated)	109	4	8	97	14	-2	-7	-0.97	76
COc1c2c(nc3ccccc13)OC(C(C)(O)COC(C)=O)C2 (configuration not stated)	104	-5	-2	99	15	2	-4	0.23	95
CN(C)C(=O)N1CCC(C(=O)NCc2ccc3c(c2)OCO3)CC1	97	-3	5	98	4	0	-4	0.015	91
CCc1ccccc1NC(=O)c1ccc(-n2c(C)ccc2C)cc1	·	-12	5	·	-1	-2	-1	-0.045	·
Cc1sc(NC(=O)c2ccco2)c(C(c2cccnc2)N2CCN(c3ccc(F)cc3)CC2)c1C (configuration not stated)	73	10	-12	75	·	27	·	-1.6	46
O=C(Nc1ccc(OC(=O)c2ccco2)cc1)c1ccco1	90	-1	-5	94	-6	0	-9	-1.2	83
COc1cccc(/C(O)=C2\C(=O)C(=O)N(c3ccccn3)C2c2cccc(OC)c2OC)c1 (configuration not stated)	84	-5	-2	98	-22	-2	-10	-0.11	94
COc1ccccc1CNC(=O)C1CCN(S(=O)(=O)N2CCCCC2)CC1	96	14	1	99	7	4	-2	1.3	103
CCc1c(C(=O)NCc2cnn(C)c2)csc1C	82	3	-6	91	-20	5	-6	-0.89	84
Cc1cc(=O)[nH]c2c1c(C)nn2C1CCCCC1	85	12	-4	84	-15	-6	3	0.65	108
CCOCCn1c(N2CCN(c3ccc(OC)cc3)CC2)nc2c1c(=O)[nH]c(=O)n2C	94	12	-18	103	-18	2	0	1.7	97
Cc1n[nH]c(C)c1N1C(=O)c2cccc3c(N4CCCCCC4)ccc(c23)C1=O	84	4	16	87	33	5	-10	1.4	35*
C=CCNC(=O)c1ccc(C)c(Br)c1	102	3	5	110	-8	-1	-4	-0.73	96
CCC(CC)NCc1ccc(OC)cc1OC	102	-2	4	100	-6	9	-2	-0.89	79
O=C(/C=C/c1ccc(Cl)c(Cl)c1)n1cccn1	79	-9	0	86	15	3	-10	0.099	10*
COC(=O)CCN(C1CCCCC1)S(=O)(=O)c1ccc(S(=O)(=O)NC2CCCCC2)cc1	78	-5	-12	91	-1	15	-4	0.67	90
CCOC(=O)c1ccc(CNC(=O)Cn2nnc(-c3ccc(C)cc3)n2)o1	104	-4	-1	113	29	12	0	-0.78	99
Cc1ccc(NC(=O)CCN2C(=O)CSC2=O)c(C)c1	93	·	·	100	-16	·	-6	-0.091	89
Cc1ccc2c(c1)c1c(n2CC(O)Cn2c(C)nc3ccccc32)C(=O)CCC1 (configuration not stated)	74	5	0	92	·	12	·	-0.12	81
CCc1nnc(N2C(=O)c3cccc4cccc(c34)C2=O)s1	82	4	-8	97	0	-4	-4	-0.93	74
CC1CCN(Cc2cnc(Cl)s2)CC1	·	-17	-2	·	8	-12	-8	-0.69	·
CCCNC(=O)N1CCN(S(=O)(=O)c2ccc(C)cc2)CC1	85	4	6	94	8	0	-6	0.43	91
COc1ccc2nc(N3CCCC3)c(C#N)cc2c1	85	0	-2	98	15	7	-4	1.5	95
CCCOc1ccc2oc(=O)c3c(c2c1)CCCN3C(=O)CN1CCc2ccccc2C1	44	0	-2	94	2	15	0	0.73	40*

Three entries already listed, arranged by SMILES length, high to low:
SMILES	HUVEC prolif 384	PostGolgi yeast	Ecoli WT expand	Fibroblast inh	S1P2 blocker	PostGolgi ctrl	S1P2 agonist	hDAT+cocaine	H69AR inhibit
COc1cccc(/C(O)=C2\C(=O)C(=O)N(c3ccccn3)C2c2cccc(OC)c2OC)c1 (configuration not stated)	84	-5	-2	98	-22	-2	-10	-0.11	94
O=C(/C=C/c1ccc(Cl)c(Cl)c1)n1cccn1	79	-9	0	86	15	3	-10	0.099	10*
CCc1c(C(=O)NCc2cnn(C)c2)csc1C	82	3	-6	91	-20	5	-6	-0.89	84

Following part:
SMILES	HUVEC prolif 384	PostGolgi yeast	Ecoli WT expand	Fibroblast inh	S1P2 blocker	PostGolgi ctrl	S1P2 agonist	hDAT+cocaine	H69AR inhibit
Cc1ccccc1OCCn1cnc2c(N)ncnc21	82	·	·	84	-11	·	1	1.5	81
CC(=O)c1cccc(-n2nnnc2SCC(=O)Nc2ccccc2N2CCCCC2)c1	95	4	-11	105	7	23	-7	0.23	92
CCOCCCN(C(=O)Nc1ccc(CC)cc1)C1CCN(C(C)=O)CC1	114	14	0	101	·	6	·	-0.44	84
COc1ccc(S(=O)(=O)Nc2cc(C)on2)cc1OC	95	·	·	101	14	·	-2	0.042	86
CC(C)OC(=O)c1cccnc1N1CCN(c2ccc(F)cc2)CC1	·	5	-10	·	-10	11	-3	-1.1	·
CCCCn1c(C(C)NC(=O)CC)nc2ccccc21 (configuration not stated)	103	0	-4	98	14	-3	1	-1.1	98
O=S(=O)(c1ccccc1)N1CCN(c2nnnn2-c2ccccc2)CC1	104	6	-6	102	3	2	1	-1.2	97
CCOC(=O)Nc1cccc(OCC(=O)Nc2ccc(OC)cc2OC)c1	98	0	-14	100	1	12	-2	-0.037	70
Cc1oc2cc3c(C(=O)N4CCCCC4)c(C)oc3cc2c1C(=O)N1CCCCC1	101	-9	6	103	10	0	-5	-0.14	92
CCN(CC)C(=O)CN1CCN(c2ccccc2F)CC1	97	-7	-7	100	14	0	-7	-2.2	98
CCOc1c(Cl)cc(C(=O)Nc2ccccc2-c2ccccc2)cc1Cl	·	0	-2	·	-16	12	-1	·	·
COC(=O)c1ccc(-c2ncc(-c3cccc4ccccc34)o2)cc1	111	·	·	109	-15	·	-2	3*	36*
CCCOc1ccc(N2C(=O)CC(SCCN)C2=O)cc1 (configuration not stated)	92	-7	-4	102	-11	3	1	1.7	97
O=C(Nc1nccs1)c1ccc(S(=O)(=O)NCc2cccs2)cc1	100	1	4	102	10	12	-8	0.37	51
Cc1cccc(Nc2nc3c(c(=O)n(C)c(=O)n3C)n2CC(O)CO)c1 (configuration not stated)	107	13	6	100	-10	-6	-6	1.3	83
Cc1nn(C)cc1CNC(=O)CCC(=O)O	101	-2	0	104	26	14	-8	-0.52	100
Cn1nc(CC(=O)NCc2cccc3ccccc23)c2ccccc2c1=O	99	9	0	97	21	-10	-5	-0.11	34*
O=C(CC1(O)C(=O)N(Cc2ccccc2)c2ccccc21)c1ccc2c(c1)OCO2 (configuration not stated)	93	-2	-6	100	1	10	-4	-0.23	76
CCOC(=O)c1ccc(NS(=O)(=O)c2ccc3c(c2)CCCN3C(C)=O)cc1	98	-1	0	94	4	10	-4	0.4	94
c1ccc2c(Oc3ccc4c(c3)OCO4)nncc2c1	96	-4	10	92	21	0	-5	-0.69	84
CCOC(=O)N1CCN(C(=O)C(C)SCc2ccccc2)CC1 (configuration not stated)	·	-1	2	·	5	5	-2	0.41	·
CCCc1cc(=O)n2[nH]c(NCc3c(F)cccc3Cl)nc2n1	91	-3	-7	94	0	2	-10	-0.26	85
CCCCOC(=O)C1=C(C)NC2(O)c3ccccc3C(=O)C12O (configuration not stated)	102	23	-8	107	6	5	-6	-0.5	96
COc1cccc(OC)c1C(=O)n1nc(C)cc1C	99	15	-4	98	-13	-6	-2	0.18	100
CCCCn1nnnc1SCC(=O)Nc1ccc(F)cc1	99	-2	17	96	6	23	-2	0.022	98

7 of the compounds above, with values under each structure.
Second line of a record – HUVEC prolif 384	PostGolgi yeast	Ecoli WT expand	Fibroblast inh	S1P2 blocker	PostGolgi ctrl	S1P2 agonist	hDAT+cocaine	H69AR inhibit
- Cc1oc2cc3c(C(=O)N4CCCCC4)c(C)oc3cc2c1C(=O)N1CCCCC1
 : 101	-9	6	103	10	0	-5	-0.14	92
- CCCCOC(=O)C1=C(C)NC2(O)c3ccccc3C(=O)C12O (configuration not stated)
 : 102	23	-8	107	6	5	-6	-0.5	96
- Cc1cccc(Nc2nc3c(c(=O)n(C)c(=O)n3C)n2CC(O)CO)c1 (configuration not stated)
 : 107	13	6	100	-10	-6	-6	1.3	83
- CCCCn1c(C(C)NC(=O)CC)nc2ccccc21 (configuration not stated)
 : 103	0	-4	98	14	-3	1	-1.1	98
- c1ccc2c(Oc3ccc4c(c3)OCO4)nncc2c1
 : 96	-4	10	92	21	0	-5	-0.69	84
- Cn1nc(CC(=O)NCc2cccc3ccccc23)c2ccccc2c1=O
 : 99	9	0	97	21	-10	-5	-0.11	34*
- CCOC(=O)N1CCN(C(=O)C(C)SCc2ccccc2)CC1 (configuration not stated)
 : ·	-1	2	·	5	5	-2	0.41	·

The list goes on.
SMILES	HUVEC prolif 384	PostGolgi yeast	Ecoli WT expand	Fibroblast inh	S1P2 blocker	PostGolgi ctrl	S1P2 agonist	hDAT+cocaine	H69AR inhibit
CCOC(=O)C(Cc1ccccc1)NC(=O)Cn1nnc(-c2ccc(SC)cc2)n1 (configuration not stated)	104	-2	-19	99	-6	3	-6	-0.11	97
COC(=O)C1CCC(C)(C(=O)Nc2ccccc2)C1(C)C (configuration not stated)	103	-7	7	99	1	5	-9	0.69	92
O=C1CC(=C(c2ccccc2)c2ccccc2)C(=O)N1CCCCN1CCN(c2cccc(Cl)c2)CC1	·	-3	-22	·	2	22	-5	-1	·
Fc1ccc(NCc2cccnc2)cc1	93	-4	13	102	-22	9	4	-0.85	93
CCOc1ccc(NC(=S)N(Cc2ccc(N(C)C)cc2)Cc2ccco2)cc1	·	1	-22	·	16	7	-9	1.3	·
CC(=O)Nc1ccn(-c2ccccc2)n1	99	7	0	92	11	13	-6	-1	100
C1=C(c2cccc3ccccc23)N2CCN=C2S1	·	-2	1	·	14	-1	-4	0.13	·
CCN(CC)CCn1c(=S)[nH]c2ccccc2c1=O	96	1	-1	101	16	8	-10	0.33	93
O=c1cc(N2CCN(c3ccccc3)CC2)[nH]c(=O)n1-c1ccccc1Cl	90	-6	-3	94	-19	10	-7	-0.3	91
COc1ccccc1N1CCN(C(=O)c2ccoc2C)CC1	92	10	8	96	24	7	-3	-0.018	95
COc1ccccc1N1CCN(C(=O)CSc2nnc3n2C(C)(C)Cc2ccccc2-3)CC1	63	-14	4	104	-4	9	-5	0.33	81
CCN(CC)c1ccc(CN(C(=O)c2cc(OC)c(OC)c(OC)c2)C2CCS(=O)(=O)C2)cc1 (configuration not stated)	82	2	4	90	-18	2	-2	0.37	56
O=C(Nc1ccc(Cl)cn1)c1cc(S(=O)(=O)N2CCCCC2)ccc1Cl	81	8	-11	103	12	6	-4	-0.17	52
COc1cnc(SCc2ccc(Cl)cc2Cl)nc1Cl	·	5	2	·	19	14	-10	0.021	·
CCN(CC)C(=O)CN(c1ccc2c(c1)OCO2)S(C)(=O)=O	96	-5	-4	99	1	7	1	0.92	96
COC(=O)C1=C(C(C)=O)C(c2ccc(C(=O)OC)cc2)n2nnnc2N1 (configuration not stated)	96	-3	4	102	-35	-1	-4	0.25	96

Compounds were not picked by outcome; 11% or so of the library scored in one or more.
